LmPK inh: inhibitors of Leishmania mexicana pyruvate kinase. hit rate 0.37% among 290,000. Q27686. AID 1721. Potency, µM (doses to about 57.5 µM), for inactives: at the top dose activity change, negative = inhibition, hits mostly inhibitors. purified LmPK, Kinase-Glo ATP luminescence, 1 h; further: potency means the concentration at half of the fitted maximal effect; on the % scale 0 is the no-effect control and ±100 the full control effect
Target sequence (Q27686 whole entry, looked up): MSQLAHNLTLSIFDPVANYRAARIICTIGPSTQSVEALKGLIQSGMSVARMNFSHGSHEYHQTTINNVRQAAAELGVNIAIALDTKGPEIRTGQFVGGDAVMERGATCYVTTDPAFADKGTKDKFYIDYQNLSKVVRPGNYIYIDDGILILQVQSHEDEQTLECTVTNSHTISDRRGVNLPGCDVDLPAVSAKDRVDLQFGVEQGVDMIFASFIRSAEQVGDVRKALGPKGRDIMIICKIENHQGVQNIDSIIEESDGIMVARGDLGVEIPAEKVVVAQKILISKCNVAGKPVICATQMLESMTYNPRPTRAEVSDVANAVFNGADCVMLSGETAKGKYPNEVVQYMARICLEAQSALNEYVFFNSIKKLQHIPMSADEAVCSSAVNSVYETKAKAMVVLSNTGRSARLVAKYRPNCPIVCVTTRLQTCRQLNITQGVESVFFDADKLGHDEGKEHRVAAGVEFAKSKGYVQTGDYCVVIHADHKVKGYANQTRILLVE
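ATP generated from ADP (0.1 mM) and PEP (0.5 mM) by 0.1 nM LmPK over 1 h at room temperature (pH 7.2 imidazole buffer) was detected by coupled luciferase luminescence. Values were normalized to uninhibited and no-enzyme wells.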
Tb PYK inh: blocks Trypanosoma brucei pyruvate kinase. hit rate 0.12% among 410,000. Potency, µM (top dose mostly 76.8 µM), inactives show at the top dose activity, negative = inhibition, usual class: inhibitors. TbPYK enzyme, Kinase-Glo Plus ATP luminescence, 45 min; further: potency means the concentration at half of the fitted maximal effect; on the % scale 0 is the no-effect control and ±100 the full control effect; nearly all actives have a fitted effect of over 50% in size
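Luminescence from Kinase-Glo Plus, added after a 45-minute room-temperature reaction, served as the end-point read-out. The enzyme and substrate were preincubated with compound before ADP (130 uM final) initiated turnover. Concentration-effect curves came from normalized qHTS data.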
Pf growth 96h: P. falciparum growth inhibition at 96 hours | Potency, µM (series often up to 28.7 µM), inactives show at the highest dose activity change, negative = inhibition, hits mostly inhibitors | hit rate 6.9% among 320,000 | AID 504834 | P. falciparum luciferase reporter growth, 96 h; further: potency means the concentration at half of the fitted maximal effect; on the % scale 0 is the no-effect control and ±100 the full control effect
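96 h incubation, 37 C, 5% CO2, of luciferase-reporter P. falciparum-infected RBCs (2% hematocrit, 0.05% parasitemia final) with test compounds; endpoint luminescence.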
CHX counter: counter-screen hit for Shiga toxin inhibitors, cycloheximide; max response, %; cell reporter, cycloheximide protein synthesis inhibition counterscreen; AID 2314; hit rate 12% among 300,000; in the data active means max response mostly above about 13%, no sharp cut-off; inactive means mostly below about 14%; further: read at 38.3 µM for the half of the compounds with a filed dose; 0% is about no effect
Shiga inhibitor: Shiga toxin inhibition; Vero cells, Shiga toxin protein synthesis inhibition reporter; inhibition, % at 38.7 µM; hit rate 9.2% among 290,000; AID 2315; in the data active means inhibition mostly above about 28%, no sharp cut-off; inactive means mostly below about 43%; further: 0% is about no effect
Pf growth 48h: inhibits P. falciparum growth in the first generation, 48 h. P. falciparum luciferase growth in erythrocytes, 48 h. Potency, µM (series often up to 28.7 µM), without a hit: at the top dose activity change, negative = inhibition, hits mostly inhibitors. hit rate 5.9% among 310,000. AID 504832; further: potency means the concentration at half of the fitted maximal effect; on the % scale 0 is the no-effect control and ±100 the full control effect
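Read-out is firefly luciferase luminescence from an integrated reporter in P. falciparum, so falling signal marks reduced parasite growth. Infected erythrocytes were at 2% hematocrit and 0.1% parasitemia (final) in Albumax-supplemented RPMI 1640.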
AMA1-RON2 inh: disrupts binding of P. falciparum AMA1 to RON2; hit rate 0.2% among 360,000; Potency, µM (series often up to 58.2 µM), inactives show at the top dose activity change, negative = inhibition, most hits filed as inhibitors; AlphaScreen AMA1-biotinylated RON2 peptide binding;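 further: potency means the concentration at half of the fitted maximal effect; 0% = vehicle wells and -100% = peptide control; nearly all actives have a fitted effect of over 45% in size; some results filed as inactive show a strong effect at the top dose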
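AMA1 (3D7) with his tag at 25 nM final met compounds first, then biotinylated RON2 peptide at 25 nM; detection used donor plus acceptor beads, 10 µg/mL apiece, read by AlphaScreen after 30 min at room temperature.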
* = called active by the depositor; ? = inconclusive; · = not tested or not shown; & = joins results of further samples; [ ] = another dose, or the depositor's remark. Unless noted, the call rests on the fitted dose curve; in most records, active means well fitted curve in the direction sought with a large enough effect; inconclusive means small, poorly fitted or top-dose-only effect, or another doubt; inactive means no such curve, though single readings can be large; an effect the other way counts as inactive or inconclusive.

cpd	canonical_smiles	Shiga inhibitor	Pf growth 48h	Tb PYK inh	LmPK inh	Pf growth 96h	AMA1-RON2 inh	CHX counter
1	CCn1ncc(C2=NOC(C(=O)Nc3cccnc3)C2)c1C (centres undefined)	13	-1%	4%	2%	-23%	-8%	19*
2	O=C(/C=C/c1ccc(OCc2cccc(Cl)c2)cc1)N1CCOCC1	45	?	2%	-1%	?	-9%	24*
3	CCOC(=O)c1sc(=S)n(-c2ccc(OC)cc2)c1N	7	?	-1%	1%	?	-10%	8
4	Clc1ccc(-c2nc(NCCN3CCOCC3)c3ccccc3n2)cc1	14	?	1%	3%	19%	-3%	12
5	Cc1cc(C(=O)Nc2ccc(Nc3ccccc3)cc2)ccc1[N+](=O)[O-]	·	-26%	?	5%	12µM*	?	20*
6	COc1ccc(CN2CCCC(C(=O)c3ccc(Cl)cc3)C2)c(OC)c1 (centres undefined)	·	?	-5%	-2%	?	-5%	-3
7	Cc1ccc(NC(=O)CN2C(=O)CCSc3ccc(S(=O)(=O)N4CCCC4)cc32)cc1	11	-12%	4%&0%	6%	?	-6%	1
8	CC1CCN(C(=O)CSc2nnc(Cc3cccn3C)n2-c2ccc(F)cc2)CC1	-2	?	-8%	5%	1%	3%	-3
9	COC(=O)CN1C(=O)C2(C(C#N)=C(N)Oc3ccccc32)C2=C1CC(C)(C)CC2=O (centres undefined)	-10	·	-1%	3%	?	3%	-4
10	O=C(NCC(=O)N1CCN(S(=O)(=O)c2ccccc2F)CC1)c1ccc(Br)o1	-26	18%	-10%	-8%	17%	-8%	-3
11	Cc1nnc(SCC(=O)NC2CCC(C)CC2)s1 (centres undefined)	·	?	6%	·	-4%	6%	·
12	CCC(=O)c1ccc(OCC(=O)OCC(=O)Nc2c(C)n(C)n(-c3ccccc3)c2=O)cc1	·	8%	-1%	·	-2%	-20%	·
13	CC(=O)c1cccc(NC(=O)CCN2C(=O)C3CC=CCC3C2=O)c1 (centres undefined)	·	33%[activator]	-2%	·	-4%	-6%	·
14	CCOc1cc(/C=C2/N=C(C)C(C(=O)OC)=C2O)ccc1O	-18	19%	-7%	6%	15%	-5%	-3
15	COCCN1C(=O)c2oc3c(C)cc(C)cc3c(=O)c2C1c1cccc(O)c1 (centres undefined)	2	?	-17%	-2%	?	-19%	2
16	COc1ccc(-c2csc3ncnc(N4CCN(c5ccccc5)CC4)c23)cc1	-5	?	2%	0%	?	?	-1
17	COc1ccc(C(CC(=O)O)NC(=O)c2sc3ccccc3c2Cl)cc1 (centres undefined)	7	19%	-5%	7%	89%[activator]	-8%	-1
18	CCC(Oc1ccccc1C)C(=O)Nc1ccc(S(=O)(=O)Nc2cc(C)on2)cc1 (centres undefined)	-4	3%	3%	0%	?	-12%	-8
19	COc1ccc(-c2noc(-c3ccccc3C(=O)NCc3ccco3)n2)cc1OC	2	-26%	-8%	-2%	152%[activator]	-2%	8
20	COc1ccc(/C=C2\SC(=O)N(CC(=O)Nc3cccc(C)c3)C2=O)cc1O	-10	?	-7%	-1%	?	27%	1
21	O=C(Cn1c(=S)[nH]c2ccccc2c1=O)N1CCN(c2ccc(F)cc2)CC1	-14	-10%	-2%	-2%	-20%	-1%	-2
22	COc1ccccc1-n1nnnc1SCC(=O)NC1CC1	·	?	1%	·	14%	3%	·
23	CC(C)C(=O)Nc1ccc(Sc2ccc(F)cc2)cc1	12	?	2%	0%	0%	5%	11
24	Cn1c(=O)c2c(SCC(=O)N3CCOCC3)nc(-c3ccccc3Cl)nc2n(C)c1=O	-4	-2%	1%	-6%	?	15%	0
25	COC(=O)c1ccc(N(C(=O)CNC(=O)c2ccco2)C(C(=O)NC2CCCC2)c2ccco2)cc1 (centres undefined)	7	?	-19%	-1%	?	-5%	-6
26	S=c1[nH]nc(-c2ccco2)n1/N=C/c1c(Cl)cccc1Cl	-6	6%	?	7%	61%[activator]	45%[activator]	-2
27	Cc1cc(Cl)ccc1NNC(N)=S	-5	20%	-6%	3%	16%	35%[activator]	-3
28	COc1ccc(S(=O)(=O)N2CCC(C(=O)N(CC(C)C)C3CCS(=O)(=O)C3)CC2)cc1OC (centres undefined)	·	-14%	4%	·	-20%	-4%	·
29	CCOc1ccc(-n2c(O)c(/C=N/c3ccnn3Cc3ccncc3)c3ccccc3c2=O)cc1	-9	-28%	1%	0%	49%[activator]	6%	-2
30	O=C(C1CCC1)N1CCN(c2ccccc2)CC1	-2	-2%	-6%	-2%	-4%	8%	-1
31	CCN(CCNC(=O)C1CCN(Cc2nc(-c3cccc(Cl)c3)oc2C)CC1)c1ccccc1	105*	?	3%	-5%	?	?	10
32	CC(C)[C@H](NC(=O)c1ccccc1)C(=O)Nc1ccc2c(c1)OCO2	·	?	2%	·	?	-5%	·
33	O=c1[nH]cnc2ccc([N+](=O)[O-])cc12	-3	3%	5%	1%	11%	-18%	-2
34	CCc1ccc2c(COC(=O)C3CC(=O)N(CCc4ccccc4)C3)cc(=O)oc2c1 (centres undefined)	·	-23%	-8%	·	-9%	-19%	·
35	CCOC(=O)c1cnn(-c2ccccc2)c1-c1ccccc1	27	·	1%	0%	-26%	5%	1
36	Cn1cc(CCNC(=O)CC2C(=O)NCCN2CC(c2ccccc2)c2ccccc2)cn1 (centres undefined)	10	-19%	4%	11%	?	4%	0
37	Cc1c(NC(=O)/C(C#N)=C/C2CC=CCC2)c(=O)n(-c2ccccc2)n1C (centres undefined)	-13	·	-1%	-2%	16%	-8%	-4
38	O=C(OC(c1ccc(NS(=O)(=O)c2ccccc2)cc1)(C(F)(F)F)C(F)(F)F)c1ccccc1	21	?	-4%	-2%	-82%	-24%	5
39	CCC(C)(C)n1nnnc1C(c1ccc(F)cc1)N1CCN(C(=O)c2ccco2)CC1 (centres undefined)	-3	-17%	0%	-8%	-29%	3%	-5
40	COc1ccc(-c2n[nH]c3c2C(c2ccc(OC)c(OC)c2)N(c2ccccc2)C3=O)cc1 (centres undefined)	-12	·	11%	6%	0.12µM*	5%	-2
41	O=C(c1ccccc1)N1CC(COc2ccccc2)OC(c2ccco2)O1 (centres undefined)	12	11%	-3%	0%	·	-15%	-1
42	NS(=O)(=O)c1ccc(NC(=S)NC2CCCC2)cc1	14	1%	-4%	0%	4%	13%	-3
43	Cc1cccc(NC(=O)CSc2nsc(SCC(=O)Nc3cccc(C)c3)c2C#N)c1	12	104%[activator]	-3%	2%	27%	1%	12*
44	Cc1ccc(NC(=O)Cc2ccc(-n3cccc3)cc2)c(C)c1	14	0%	4%	-3%	?	-7%	-1
45	Cc1ccc(/C=C/C(=O)Nc2ccc([N+](=O)[O-])c(NC(=O)/C=C/c3ccc(C)o3)c2)o1	-3	16%	?	3%	46%[activator]	-8%	-2
46	Cc1noc(C)c1COC(=O)c1ccc2c(c1)S(=O)(=O)c1ccccc1C2=O	1	5%	-3%	1%	5%	0%	-5
47	COc1ccc(N(C(=O)CNC(=O)c2ccco2)C(C(=O)NC2CCCC2)c2ccco2)cc1 (centres undefined)	25	7%	0%	-8%	4%	11%	-3
48	Cc1ccc(N(C(=O)c2snc(C(N)=O)c2N)C(CC(C)C)C(=O)NC2CCCC2)cc1 (centres undefined)	-6	?	4%	11%	29%	-11%	-4
49	COc1ccc(Oc2ccc(/C=C/C(=O)c3ccc(O)cc3)cc2[N+](=O)[O-])cc1	20	12µM*	-3%	4%	12µM*	-9%	7
50	CCOc1ccccc1C(=O)OCC(=O)Nc1ncc(C(F)(F)F)cc1Cl	15	·	6%	1%	15%	-3%	14
51	COc1ccc(-c2csc(N(CCCN(C)C)C(=O)c3ccc(C(C)(C)C)cc3)n2)cc1	-3	13µM*	1%	0%	16%	?	-5
52	Cc1cccc(C(=O)N[C@H](C(=O)OCC(=O)NC(=O)c2cccn2C)C(C)C)c1	-6	7%	6%	-2%	26%	-14%	32*
53	C=CCn1c(SCC(=O)Nc2nnc(C)s2)nnc1-c1cccnc1	-17	-11%	3%	10%	?	8%	-3
54	CC(NC(=O)C(Cc1ccccc1)N1C(=O)C2C3CCC(C3)C2C1=O)c1ccccc1 (centres undefined)	-8	?	-6%	1%	28%	0%	5
55	Cc1ccccc1Cn1c(=O)n(C)c(=O)c2sccc21	9	1%	1%	-5%	?	0%	1
56	COc1ccc(NC(=O)CN2C(=O)C(C)SC(C)C2=O)cc1 (centres undefined)	1	10%	7%	-6%	70%[activator]	?	-1
57	C/C(CC(=O)Nc1ccc([N+](=O)[O-])cc1)=N/NC(=O)C1CC12CCC2 (centres undefined)	-19	13%	3%	0%	246%[activator]	5%	0
58	COc1ccc([N+](=O)[O-])cc1N(CC(=O)NC1CCCCC1)S(C)(=O)=O	-5	4%	-4%	2%	-29%	-14%	-2
59	CCOc1cc(/C=N/Nc2cccc(C(=O)O)c2)ccc1OCC(=O)N1CCCCC1	126*	294%[activator]	-2%	-2%	115%[activator]	27%	70*

Screening data (PubChem BioAssay)
